# KOR beta-arrestin-1 = KOR agonists, beta-arrestin recruitment, primary screen, cell-based, luminescence, uHTS (AID 1777) | KOR beta-arrestin recruitment, luminescence; higher % means a stronger effect | activation, % at 10 µM, or EC50 in µM where a hit was titrated | hit rate 0.02% among 280,000; in the data active = activation above about 50%, passing the limit was not always enough; also: a part of the inactive calls stands beside numbers as strong as those of hits
# Yfh1-off respiration = enhancers of respiration in Yfh1-depleted yeast, dose response, Friedreich's ataxia, plus single-dose screen (AID 1465) | S. cerevisiae Yfh1-off respiration, WST-1 reduction, 72 h; higher fold induction means a stronger effect | fold induction at 50 µM, or EC50 in µM where a hit was titrated | hit rate 0.074% among 220,000;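 active = fold induction of absorbance versus untreated yeast above a set limit, then at least 30% activation at any dose in follow-up; inconclusive = repeats straddling the limit, or above it without dose testing; inactive = fold induction below the set limit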;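 also: activators that raise dye reduction in frataxin-depleted yeast; strong numbers were not always called active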
# NS5 inhibitors = Dengue-2 NS5 methyltransferase inhibitors, primary screen, biochemical, confirmation dose response (AID 588689). Genome polyprotein (Dengue virus type 2 (strain 16681-PDK53)). Dengue-2 NS5 methyltransferase capping enzyme assay, biochemical; higher % means a stronger effect. one-dose inhibition, % at 25 µM; IC50 in µM for titrated hits. hit rate 0.3% among 340,000; in the data active = a potency from the dose series; inconclusive = inhibition above about 29% without an active follow-up result
# HEK293 NOD2/NF-kB = NOD2 signaling inhibitors, cell-based, luminescence, uHTS, HEK293 (AID 1566) | HEK293 NOD2/NF-kB luciferase reporter, luminescence; higher % means a stronger effect | inhibition, % at 4 µM; hits with a dose series show EC50 in µM | hit rate 0.63% among 290,000; also: many of its hits are not listed in these tables
# West Nile virus CPE = West Nile virus antiviral activity, cell-based, CPE readout (AID 1621). West Nile virus-infected cells, CPE inhibition; higher % means a stronger effect. hit rate 0.02% among 290,000. one-dose CPE inhibition, % at 10 µM; IC50 in µM for titrated hits; in the data active = a potency from the dose series; inconclusive = CPE inhibition mostly from about 3.7% at the one dose, without a potency; inactive = the rest, 99 in 100 with CPE inhibition below about 2.2%; also: strong numbers were not always called active
# KOR beta-arrestin-2 = KOR antagonists, beta-arrestin recruitment, cell-based, luminescence, uHTS (AID 1778) | one-dose inhibition, % at 10 µM; IC50 in µM for titrated hits | KOR beta-arrestin recruitment, luminescence, antagonist mode; higher % means a stronger effect | Kappa-type opioid receptor (Homo sapiens) | hit rate 0.091% among 290,000; also: strong numbers were not always called active
# AID2073 = inhibitors of Mint1-CaV2.2 protein interaction, biochemical, HTRF (AID 2073); Voltage-dependent N-type calcium channel subunit alpha-1B (Homo sapiens); HTRF protein-protein interaction, Mint1-CaV2.2; higher % means a stronger effect; one-dose inhibition, % at 20 µM; IC50 in µM for titrated hits; hit rate 0.19% among 290,000; in the data active = inhibition mostly above about 51%, no sharp cut-off; inconclusive = no clear call, values can overlap the other calls; inactive = mostly below about 53%; also: some results filed as inactive read as strong as hits
# NOD1 inhibition = NOD1 signaling inhibitors, primary screen, cell-based, luminescence, uHTS (AID 1578); NOD1-driven NF-kB luciferase reporter cells, luminescence; higher % means a stronger effect; one-dose inhibition, % at 4 µM; EC50 in µM for titrated hits; hit rate 1% among 290,000; in the data active = inhibition mostly above about 36%, no sharp cut-off; inactive = mostly below about 34%;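 also: HEK-293T reporter cells stimulated with the NOD1 agonist gamma-tri-DAP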
# HIV fusion peptide = inhibitors of HIV fusion peptide binding, primary screen, biochemical, uHTS, fluorescence dequenching (AID 1986). cell-free peptide binding, fluorescence dequenching, 30 min; higher % means a stronger effect. inhibition, % at 20 µM; hits with a dose series show IC50 in µM. hit rate 0.3% among 290,000; in the data active = inhibition mostly above about 52%, no sharp cut-off; inactive = mostly below about 76%; also: some results filed as inactive read as strong as hits
# The depositor's hits bear a star; i = inactive; ? = inconclusive; . = no result given; & = joins results of further samples; [ ] = another dose, or the depositor's remark. Rule as the data show it, unless noted: active = inhibition above about 50%; inactive = the rest. Some of the compounds tested (hit frequency here may not be typical).
no.	molecule	NS5 inhibitors	West Nile virus CPE	KOR beta-arrestin-2	AID2073	NOD1 inhibition	HIV fusion peptide	HEK293 NOD2/NF-kB	Yfh1-off respiration	KOR beta-arrestin-1
1	C=CCN=c1scc(-c2ccccc2)n1/N=C/c1ccccn1	4.0%&-1.8%	0.8%	8.5%	17.3%	12.6%	-2.7%	-100.2%	i	-0.5%
2	O=C(O)c1ccccc1SCC(=O)N1CCOCC1	0.7%	0.7%	0.8%	0.5%	-34.2%	0.1%	-4.1%	i	-6.4%
3	Fc1cccc(/C=N/Nc2ccc3ccccc3n2)c1	-8.2%	-0.8%	3.4%	14.5%	2.4%	-0.4%	-121.9%	i	-1.2%
4	COc1ccccc1N1CCN(C(=O)N2CCOCC2)CC1	-2.0%	0.3%	3.2%	3.5%	.	0.6%	-8.3%	i	3.6%
5	CCCCC(CC)CNC(=O)c1cccs1 (configuration not stated)	4.2%	-0.9%	-3.3%	-6.8%	13.3%	16.3%	-10.3%	i	15.5%
6	O=C(C(NS(=O)(=O)c1cccc2nsnc12)c1ccccc1)N1CCN(c2ccccc2)CC1 (configuration not stated)	-2.1%	0.9%	-28.0%	26.5%	30.7%	1.5%	-4.2%	i	-0.9%
7	CC(=O)Nc1ccc(NC(=O)c2nc(S(=O)(=O)Cc3cccc(C)c3)ncc2Cl)cc1	-42.6%	2.2%	21.2%	-23.5%	8.3%	-2.6%	9.6%	.	4.4%
8	Cc1nc2nc(SCC(=O)NCCCN3CCOCC3)nn2c(C)c1Cc1ccccc1	-2.3%	-0.9%	5.3%	-1.0%	-39.0%	0.6%	4.5%	i	-2.0%
9	CCN1/C(=C2\C(=O)N(C)C(=S)N2C)C=Cc2ccccc21	8.2%	0.4%	-3.0%	-27.4%	-2.6%	2.9%	7.7%	i	-3.0%
10	Cc1nc(-c2ccc(Cl)cc2)sc1C1(C)CC(c2cccc(Cl)c2)=NO1 (configuration not stated)	0.7%	0.0%	-10.5%[20 µM]	12.3%	13.9%	-0.4%	-5.3%	.	-2.1%
11	COc1cccc(NC(=O)c2ccc(NCCCN3CCC(C)CC3)c([N+](=O)[O-])c2)c1	0.0%	2.2%	20.4%	4.2%	-12.1%	-0.6%	4.1%	i	-4.1%
12	Cc1ccccc1CSCC(=O)NCc1ccco1	15.4%	1.8%	-13.0%	7.8%	-8.1%	3.4%	0.1%	i	-2.7%
13	O=C(CN1C(=O)/C(=C/c2ccco2)SC1=S)Nc1ccc(C(=O)O)c(O)c1	36.5%	-0.4%	-4.8%	12.8%	-19.1%	76.4%*	9.4%	.	4.7%
14	CO/N=C/NC(=O)c1ccc([N+](=O)[O-])c(CS(=O)(=O)c2ccc(Cl)cc2)c1	-4.8%	-0.1%	11.7%	-1.1%	10.0%	-2.1%	7.6%	i	-1.9%
15	CCn1c(N)nc2c1c(=O)n(C)c(=O)n2C	-4.2%	0.0%	1.6%	2.7%	11.0%	-2.2%	-8.4%	i	-2.5%
16	COc1ccccc1N1CCN(C(=O)c2ccc(CSc3ccccc3)cc2)CC1	-4.8%	-1.2%	-44.6%	0.4%	-1.3%	-2.6%	11.1%	i	-0.3%
17	OC(CN1CCN(Cc2ccccc2)CC1)c1ccc(F)cc1 (configuration not stated)	-1.3%	-0.5%	-21.0%	-2.0%	-11.1%	2.0%	0.4%	i	0.3%
18	CC1CCCC(C)N1C(=O)c1ccccc1Nc1ccc(SC(F)F)cc1 (configuration not stated)	-12.8%	0.1%	-12.4%	5.9%	-20.5%	0.5%	-11.1%	i	2.1%
19	Cc1ccc2c(c1)N(CC(=O)OCC(=O)NCc1ccccc1)C(=O)CO2	-4.6%	-0.5%	-3.8%	1.3%	-34.9%	0.1%	4.4%	i	-2.6%
20	COc1ccc(OCC(=O)NCCCn2ccnc2)cc1	1.6%	-0.1%	-48.0%	5.2%	9.1%	-0.9%	-8.5%	i	5.7%
21	O=P(c1ccccc1)(c1ccccc1)C1CCCO1 (configuration not stated)	-0.4%	1.4%	-30.1%	-0.7%	4.7%	-1.5%	-4.3%	i	0.8%
22	COCCCn1c(SCC(=O)NC2CCCCC2)nnc1-c1ccco1	-3.2%	-0.1%	6.5%	7.5%	-16.0%	0.9%	12.0%	.	-0.3%
23	S=C(NCCc1ccccc1)NCCN1CCOCC1	-4.7%	-0.1%	-26.7%[20 µM]	1.3%	-37.1%	0.4%	-2.4%	.	-0.6%
24	O=C(CSCCOc1ccccc1)NCc1ccncc1	0.8%	-0.1%	27.2%	-7.1%	-11.3%	0.9%	13.0%	i	-1.3%
25	CCCCCn1c(CCNC(=O)c2cccs2)nc2ccccc21	-3.4%	-1.1%	18.6%	-7.2%	-1.3%	-1.6%	-4.5%	i	4.9%
26	CCCCC(=O)Nc1ccc(C(=O)OC2CCCCC2)cc1	-2.1%	0.3%	21.6%	-10.0%	-18.7%	-1.6%	12.1%	i	2.0%
27	COC(=O)CC1NCCc2cc(OC)c(OC)cc21 (configuration not stated)	-3.2%	0.0%	5.5%	6.4%	-22.1%	1.1%	17.1%	i	-1.9%
28	CCN1CCCC1CN(Cc1cc2ccc(C)cc2[nH]c1=O)C(=S)Nc1cccc(OC)c1 (configuration not stated)	-3.0%	0.5%	1.8%	-5.2%	-15.9%	3.4%	2.7%	i	-3.2%
29	O=C(CSc1n[nH]c(-c2cccs2)n1)N1CCN(S(=O)(=O)c2ccc3ccccc3c2)CC1	-4.8%	0.2%	-0.2%	-0.3%	26.1%	-0.5%	11.4%	i	-6.8%
30	CCc1nc(Nc2ccncc2)c2oc3ccccc3c2n1	-3.4%	-0.2%	-13.5%	-16.2%	6.8%	-2.4%	0.4%	i	5.3%
31	O=c1/c(=C/c2ccc(CNS(=O)(=O)c3ccccc3)o2)sc2n1CCN=2	14.1%	-0.1%	25.8%	-21.2%	-23.9%	1.2%	-10.6%	i	9.5%
32	CCCN(Cc1cc2cc(C)ccc2[nH]c1=O)C(=O)c1cccc(OC)c1	.	-0.5%	-12.4%	?	24.4%	-0.1%	14.2%	i	4.5%
33	CC(=O)N1CCOc2ccc(S(=O)(=O)Nc3cccc(C)n3)cc21	-9.1%	0.6%	-8.4%	21.8%	-26.8%	-0.5%	-4.0%	.	-3.1%
34	Cc1ccccc1NCC(=O)N/N=C/c1ccc([N+](=O)[O-])cc1	0.0%	-1.4%	11.9%	-3.4%	-30.2%	-1.5%	-12.9%	i	2.4%
35	COc1ccccc1NC(=O)Cn1c(C)cc(=O)c2cccc(OC)c21	.	-0.3%	-13.1%	5.9%	-0.3%	-1.1%	10.5%	i	0.9%
36	Cc1ccc(C)c2c(N)c3c(nc12)CCCCC3 (tested in a mixture with another compound)	6.1%	-0.8%	-10.3%	-6.3%	-1.4%	0.6%	-1.2%	i	3.0%
37	Cc1ccc(-c2nc3c(=O)n(-c4ccccc4)c4c(c(=O)n(C)c(=O)n4C)c3o2)cc1	.	0.2%	16.3%	30.5%	-2.2%	-0.2%	14.5%	i	-5.9%
38	Cc1cc2c(ncn2Cc2ccccc2)c(NS(C)(=O)=O)c1C	-3.9%	-0.5%	-41.7%	-1.5%	28.2%	-1.0%	-2.7%	i	-3.2%
39	O=C(/C=C/c1ccc(Cl)c([N+](=O)[O-])c1)Nc1ccc(N2CCCC2)cc1	-8.0%	-0.7%	-1.0%	4.3%	-7.9%	-13.9%	17.6%	i	0.7%
40	Cc1ccc(-n2ncc3c2ncn2c(C)nnc32)cc1C	-4.2%	-0.3%	12.7%	9.5%	-50.4%	0.3%	-87.6%	i	-1.7%
41	COc1ccc(CNC(=O)C(=O)NC2CC(C)(C)NC(C)(C)C2)cc1	-5.4%	-0.2%	3.4%	-3.8%	0.5%	0.7%	0.1%	i	6.3%
42	COCCn1c(SCC(=O)Nc2cccc(OC)c2)nc2c(oc3ccccc32)c1=O	.	-1.4%	-17.7%	14.8%	-51.3%	3.2%	8.2%	i	-8.4%
43	C=CCN1C(=O)c2ccc(C(=O)OCC(=O)N(C)C3CCCCC3)cc2C1=O	-6.8%	0.4%	13.7%	-4.2%	-5.7%	1.0%	20.0%	i	-4.9%
44	c1ccc(Cn2c(CSc3nnnn3-c3ccccc3)nc3ccccc32)cc1	-4.0%	-0.5%	-15.4%	0.8%	-15.7%	2.1%	2.8%	i	-5.0%
45	O=C(c1ccc2ccccc2n1)N1CCN(c2ccccn2)CC1	-13.4%	0.0%	-46.6%	5.1%	-9.6%	-1.0%	-2.1%	.	3.9%
46	Cn1c(=O)[nH]c(=O)c2c1nc(N1CCOCC1)n2CCSc1nnnn1-c1ccccc1	-7.1%	0.4%	12.6%	5.5%	13.5%	-2.6%	-1.5%	i	2.4%
47	Cc1cc(NC(=O)COC(=O)c2cc(S(=O)(=O)N(C)c3ccccc3)ccc2Cl)no1	-7.4%	0.1%	26.8%	12.4%	1.8%	-2.6%	16.1%	i	-2.1%
48	CC1CCCCN1C(=O)C12CCC(C)(C(=O)C1)C2(C)C (configuration not stated)	-2.8%	0.1%	-10.1%	-2.3%	24.2%	-2.5%	14.2%	i	2.3%
49	C/C(=N\NC(=O)C1(C)CC1(Br)Br)c1cccc(NC(=O)c2ccc(C)o2)c1 (configuration not stated)	1.9%	-1.0%	-41.5%	8.7%	89.8%*	-1.5%	44.9%	.	-0.2%
50	Nc1ccc(C(=O)NC23CC4CC(CC(C4)C2)C3)cc1	-4.0%	-0.1%	-38.8%	0.0%	0.5%	2.2%	-7.2%	.	7.7%
51	COc1ccccc1NC(=O)NCc1ccc(C)n1C	6.5%	0.1%	5.1%	-9.1%	-7.7%	-0.7%	17.8%	.	1.0%
52	OCCN(Cc1ccccc1)Cc1cccc(C(F)(F)F)c1	-8.2%	0.0%	28.0%	-10.3%	-21.8%	1.1%	-4.5%	i	-3.4%
53	O=[N+]([O-])c1ccccc1/C=C/CN1CCC(O)CC1	6.3%	0.1%	-41.8%[20 µM]	-12.3%	-16.5%	1.4%	-13.1%	.	-3.6%
54	CCCCc1ccc(NC(=S)NCC2CCCO2)cc1 (configuration not stated)	19.0%	-2.0%	-8.0%	-1.8%	-12.0%	0.6%	-13.0%	i	-0.7%
55	CC1=CC(C)C2COC(c3ccc[n+](C)c3)C1C2C (configuration not stated)	3.5%	-0.4%	-19.7%	2.4%	-0.3%	-2.0%	11.3%	i	5.4%
56	CCOC(=O)/C(C#N)=C1\C=CN(C)C(C)=N1	1.6%	0.0%	10.7%	10.3%	-2.3%	3.2%	18.5%	i	-0.6%
57	N#Cc1cc(-c2ccccc2)cnc1Sc1ccccc1	1.6%	-0.8%	6.8%	19.2%	18.0%	-0.5%	-26.6%	i	2.6%
